# Screens as filed in PubChem BioAssay.
# BLM helicase inh: qHTS Assay for Inhibitors of Bloom's syndrome helicase (BLM) | RecQ-like DNA helicase BLM (Homo sapiens), P54132 | recombinant BLM DNA unwinding, fluorescence dequenching | Potency, µM (titrated, usually from 56.1 µM), for the others: at the top dose activity change, negative = inhibition, usual class: inhibitors | 350,000 tested, 0.2% active;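 note: plate controls were vehicle for no effect and no enzyme for full effect; nearly all actives have a fitted effect of over 35% in size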
# Apoferritin bind: qHTS Assay for Identification of Novel General Anesthetics | 350,000 tested, 0.074% active | Potency, µM (titrated, usually from 77.5 µM), for the others: at the highest dose activity change, negative = displacement, actives largely listed as inhibitors | Ferritin light chain (Equus caballus), P02791 | apoferritin/1-aminoanthracene competitive binding, fluorescence; note: % is set by controls: 0 for no effect and ±100 for the full control effect; nearly all actives have a fitted effect of over 20% in size
#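 Read-out: endpoint 1-AMA fluorescence, excitation 380 nm and emission 535 nm, after compounds sit 10 min at room temperature with 10 uM horse-spleen apoferritin in 50% saturated 1-AMA/PBS. Values come from four-parameter Hill fits.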
# APEX1 inh: qHTS Assay for Inhibitors of the Human Apurinic/apyrimidinic Endonuclease 1 (APE1) | Potency, µM (highest dose often 65.8 µM), for inactives: at the highest dose activity change, negative = inhibition, hits mostly inhibitors | recombinant APE1, TAMRA/BHQ-2 abasic DNA cleavage fluorescence | DNA repair nuclease/redox regulator APEX1 (Homo sapiens), P27695 | 350,000 tested, 0.35% active;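 note: plate controls were vehicle for no effect and reference inhibitor for full effect; nearly all actives have a fitted effect of over 55% in size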
#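 Activity was derived from the fluorescence gain between first and third kinetic reads (60 s intervals, ex 525/em 598 nm) after 50 nM THF-abasic TAMRA/BHQ-2 duplex was added to 0.75 nM APE1 preincubated 15 min with compound.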
# BAZ2B block: qHTS Assay for Inhibitors of BAZ2B; AlphaScreen BAZ2B-H3K14Ac peptide displacement; Potency, µM (titrated, usually from 114 µM), for the others: top-dose activity change, negative = inhibition, actives largely listed as inhibitors; 360,000 tested, 4.4% active; AID 504333, 2011; note: % is set by controls: 0 for no effect and ±100 for the full control effect; nearly all actives have a fitted effect of over 60% in size
#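 BAZ2B (50 nM) with biotin-H3(5-23)K14Ac peptide (50 nM) in PBS pH 7.4, 0.01% Tween-20, preformed 30 min, then compound 30 min at room temperature; top concentration 110uM. AlphaScreen streptavidin donor/nickel chelate acceptor beads (10 ug/mL final), 20 min dark, signal read.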
# POLH inh: qHTS for Inhibitors of Polymerase Eta. Potency, µM (titrated, usually from 114 µM), for inactives: at the top dose activity change, negative = inhibition, usual class: inhibitors. AID 588591, 2011. recombinant Pol eta, fluorescent DNA replication assay. 390,000 tested, 1.2% active; note: % is set by controls: 0 for no effect and ±100 for the full control effect
# Target sequence (Q9Y253 whole entry, looked up): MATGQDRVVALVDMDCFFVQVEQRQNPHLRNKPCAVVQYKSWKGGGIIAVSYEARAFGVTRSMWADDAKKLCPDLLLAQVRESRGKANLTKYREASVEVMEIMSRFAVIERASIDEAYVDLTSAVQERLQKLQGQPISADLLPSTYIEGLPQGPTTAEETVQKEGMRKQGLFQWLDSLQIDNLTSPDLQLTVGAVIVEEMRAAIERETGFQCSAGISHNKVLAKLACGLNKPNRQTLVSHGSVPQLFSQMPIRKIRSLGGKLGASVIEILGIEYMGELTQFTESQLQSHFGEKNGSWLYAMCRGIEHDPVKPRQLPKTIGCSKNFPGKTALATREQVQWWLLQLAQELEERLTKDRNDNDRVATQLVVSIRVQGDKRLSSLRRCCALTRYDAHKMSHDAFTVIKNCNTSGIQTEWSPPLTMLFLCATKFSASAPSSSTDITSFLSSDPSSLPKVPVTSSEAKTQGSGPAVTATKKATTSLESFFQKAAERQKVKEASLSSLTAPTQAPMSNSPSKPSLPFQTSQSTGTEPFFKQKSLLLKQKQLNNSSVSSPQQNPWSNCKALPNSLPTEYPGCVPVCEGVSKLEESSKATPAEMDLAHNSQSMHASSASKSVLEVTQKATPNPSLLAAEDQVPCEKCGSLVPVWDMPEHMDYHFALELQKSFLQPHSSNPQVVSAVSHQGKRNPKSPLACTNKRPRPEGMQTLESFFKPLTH
#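 Pol eta at 10 nM preincubated with compounds 15 min at room temperature; reaction started with fluorescent substrate (50 nM final) and read kinetically at 0 and 10 min.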
# G9a inh: qHTS Assay for Inhibitors of Histone Lysine Methyltransferase G9a | 350,000 tested, 8.8% active | Potency, µM (doses to about 102 µM), for inactives: at the highest dose activity, negative = inhibition, actives largely listed as inhibitors | Histone-lysine N-methyltransferase EHMT2 (Homo sapiens), Q96KQ7 | G9a H3K9 monomethylation, AlphaScreen, 2 h | AID 504332, 2011; note: % is set by controls: 0 for no effect and ±100 for the full control effect; nearly all actives have a fitted effect of over 75% in size
# Target sequence (Q96KQ7 913-1193 limits assumed): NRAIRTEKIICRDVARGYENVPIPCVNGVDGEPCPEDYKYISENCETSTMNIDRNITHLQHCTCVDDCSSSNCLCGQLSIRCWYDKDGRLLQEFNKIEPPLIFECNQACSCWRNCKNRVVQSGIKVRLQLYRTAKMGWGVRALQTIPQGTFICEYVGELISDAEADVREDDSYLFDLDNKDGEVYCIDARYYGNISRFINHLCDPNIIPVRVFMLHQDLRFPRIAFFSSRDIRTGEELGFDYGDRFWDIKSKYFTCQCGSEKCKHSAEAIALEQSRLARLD
#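 Step 1: enzyme (final 20 nM) with compound, 15 min RT. Step 2: substrate peptide 500 nM and SAM 20 uM, 2 h RT. Step 3: anti-H3K9me1 antibody and AlphaScreen beads, 10 min, then plate read.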
# Pol beta inh: qHTS Assay for Inhibitors of DNA Polymerase Beta; Pol beta primer extension/strand displacement, fluorescence kinetic; 340,000 tested, 1.3% active; Potency, µM (doses to about 114 µM), without a hit: at the highest dose activity change, negative = inhibition, hits mostly inhibitors; P06746; note: % is set by controls: 0 for no effect and ±100 for the full control effect
#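 Enzyme-only controls used 10 nM Pol beta; buffer lacking enzyme served as negative control. Compound preincubated 15 min, then 50 nM substrate added; 0 and 10 min reads at room temperature.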
# POLI inh: qHTS for Inhibitors of Polymerase Iota. DNA polymerase iota (Homo sapiens), Q9UNA4. Pol iota fluorescent replication assay, 10 min. Potency, µM (titrated, usually from 115 µM), for inactives: top-dose activity, negative = inhibition, hits mostly inhibitors. 390,000 tested, 1% active
#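 Fluorescent replication assay read twice, at 0 min and 10 min after adding 50 nM (final) substrate. Enzyme (10 nM) and compounds were first incubated 15 min at room temperature; enzyme-free buffer wells were negative controls.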
# POLK inh: qHTS for Inhibitors of Polymerase Kappa; DNA polymerase kappa (Homo sapiens), Q9UBT6; AID 588579, 2011; purified Pol kappa, fluorescent DNA synthesis assay, 10 min; 400,000 tested, 0.53% active; Potency, µM (doses to about 107 µM), for the others: at the top dose activity, negative = inhibition, usual class: inhibitors; note: % is set by controls: 0 for no effect and ±100 for the full control effect
#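 First, compounds were pin-transferred onto 10 nM Pol kappa. After 15 min at room temperature, substrate was added to 50 nM final. Fluorescence was then measured kinetically at 0 and 10 min.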
# Starred values were filed as active, the others as inactive; ? = inconclusive; . = no result given; & = joins results of further samples; [ ] = remark or other dose. Calls come from the whole dose curve; as a rule, active = well fitted curve in the direction sought with a large enough effect; inconclusive = small, poorly fitted or top-dose-only effect, or another doubt; inactive = no such curve, though single readings can be large; an effect the other way counts as inactive or inconclusive. Potency is the fitted concentration of half-maximal effect.
# Labels used below – A = BLM helicase inh; B = Apoferritin bind; C = APEX1 inh; D = BAZ2B block; E = POLH inh; F = G9a inh; G = Pol beta inh; H = POLI inh; I = POLK inh
Structure: Cc1ccc(S(=O)(=O)NC(CC(C)C)C(=O)Nc2nccs2)cc1 (stereo unspecified)
  A: 1%	B: -6%	C: -2%	D: -4%	E: -25%	F: 0%	G: 0%	H: 10%	I: -18%

Structure: CCC(=O)Nc1ccc(C(=O)NNC(=O)c2ccc(Cl)cc2)cc1
  A: -3%	B: -11%	C: -4%	D: 4%	E: 0%	F: .	G: -21%	H: 15%	I: -1%

Structure: Nc1ncnc2nc(SCCc3ccccc3)[nH]c12
  A: 1%	B: -10%	C: -2%	D: 2%	E: -14%	F: 5%[59 µM]	G: 2%	H: 3%	I: 4%

Structure: CCOc1cccc(C(=O)NC2=NCCS2)c1
  A: 1%	B: -10%	C: 12%	D: 16%	E: 0%	F: .	G: 45%	H: 58%[activator]	I: 2%

Structure: COc1ccccc1CN1CC(C(=O)N(C)Cc2ccc(C)o2)CCC1=O (stereo unspecified)
  A: -1%	B: 2%	C: 42%	D: -19%	E: -9%	F: 35µM*	G: -23%	H: 39%[activator]	I: 2%

Structure: CCOC(=O)CSC1=Nc2ccccc2C2=NC(CCC(=O)NCc3ccc(F)cc3)C(=O)N12 (stereo unspecified)
  A: 1%	B: -10%	C: .	D: 0%	E: 3%	F: 3%[59 µM]	G: 3%	H: 0%	I: -4%[60.1 µM]

Structure: Cc1cccnc1Nc1nc(-c2ccccn2)cs1
  A: 3%	B: -3%	C: -2%	D: 14µM*	E: -5%	F: 19%[12.7 µM]	G: -28%	H: 11%	I: -8%

Structure: O=C(Nc1cccc(S(=O)(=O)c2cccc(NC(=O)c3ccco3)c2)c1)c1ccco1
  A: -3%	B: 5%	C: 2%	D: -16%	E: -16%	F: 3%[12.7 µM]	G: 4%	H: 71%[activator]	I: -5%

Structure: Cc1ccc(S(=O)(=O)Nc2ccc(C(=O)NCc3ccncc3)cc2)cc1
  A: 2%	B: -22%	C: -5%	D: -1%	E: -20%	F: 25%	G: 14%	H: 7%	I: -17%

Structure: Cc1ccc(S(=O)(=O)N2CCOCC2)cc1NC(=O)C1CC(=O)N(c2ccc3c(c2)OCCO3)C1 (stereo unspecified)
  A: .	B: .	C: -11%	D: 11%	E: -9%	F: -11%	G: .	H: 17%	I: -12%

Structure: COC(=O)c1ccc(CNC(=O)N2CCN(S(=O)(=O)c3ccc(C)cc3)CC2)cc1
  A: -4%	B: -3%	C: 30%	D: -7%	E: -10%	F: 15%	G: -26%	H: 23%	I: -9%

Structure: CCCC(=O)Nn1cnc2c(c1=O)C1(CCCC1)Cc1ccccc1-2
  A: -2%	B: 1%	C: -2%	D: 5%	E: -14%	F: -4%[59 µM]	G: 22%	H: 9%	I: 0%

Structure: CCCc1ccc(OCCNC(=O)c2ccco2)cc1
  A: 0%	B: ?	C: 46%	D: -11%	E: -15%	F: 13%	G: -7%	H: 24%	I: 14%

Structure: OC1(c2ccccc2)Cc2cccc[n+]2C1c1ccccc1 (stereo unspecified)
  A: 2%	B: -7%	C: -2%	D: -4%	E: -7%	F: ?	G: 8%	H: -3%	I: -18%

Structure: COc1ccc(NC(=O)CSc2nnc(-c3ccco3)n2C)cc1
  A: -1%	B: -4%	C: -2%	D: -15%	E: -11%	F: 7%[12.7 µM]	G: 8%	H: 16%	I: -25%

# Four of these compounds in another layout:
# Every second line gives: BLM helicase inh, Apoferritin bind, APEX1 inh, BAZ2B block, POLH inh, G9a inh, Pol beta inh, POLI inh, POLK inh
- Nc1ncnc2nc(SCCc3ccccc3)[nH]c12
 : 1%, -10%, -2%, 2%, -14%, 5%[59 µM], 2%, 3%, 4%
- CCOc1cccc(C(=O)NC2=NCCS2)c1
 : 1%, -10%, 12%, 16%, 0%, ., 45%, 58%[activator], 2%
- COc1ccccc1CN1CC(C(=O)N(C)Cc2ccc(C)o2)CCC1=O (stereo unspecified)
 : -1%, 2%, 42%, -19%, -9%, 35µM*, -23%, 39%[activator], 2%
- CCOC(=O)CSC1=Nc2ccccc2C2=NC(CCC(=O)NCc3ccc(F)cc3)C(=O)N12 (stereo unspecified)
 : 1%, -10%, ., 0%, 3%, 3%[59 µM], 3%, 0%, -4%[60.1 µM]

# Further structures follow:
# Labels used below – A = BLM helicase inh; B = Apoferritin bind; C = APEX1 inh; D = BAZ2B block; E = POLH inh; F = G9a inh; G = Pol beta inh; H = POLI inh; I = POLK inh
Structure: NC(=O)c1nsc(C(=O)N(c2ccccc2)C(C(=O)NC2CCCC2)c2ccncc2)c1N (stereo unspecified)
  A: -10%	B: -4%	C: 10%	D: -23%	E: -24%	F: 4%	G: ?	H: 45%[activator]	I: 0%

Structure: COC(=O)[C@@H]1C[C@@]2(O)[C@H](O)[C@H](O)[C@H](O)C[C@H]2N1Cc1ccc(C(C)(C)C)cc1
  A: -3%&0%	B: -6%&-1%	C: 18%&-8%	D: -21%	E: -13%	F: 14%[59 µM]	G: 0%	H: 37%[activator]	I: 8%

Structure: CCCCOc1ccc(N(CC(=O)NCC2CCCO2)C(=O)CCC(=O)Nc2cc(C)ccn2)cc1 (stereo unspecified)
  A: -14%	B: -9%	C: 11%	D: 3%	E: -11%	F: -1%[59 µM]	G: 8%	H: 4%	I: 6%

Structure: CC(C)CCNC(=O)C1CCN(c2nnc(-n3cccc3)s2)CC1
  A: 0%	B: -11%	C: -1%	D: 5%	E: 0%	F: 15%[59 µM]	G: -2%	H: -2%	I: -7%

Structure: O=C(CSCc1ccc(Br)cc1)N=Nc1c(O)[nH]c2ccccc12
  A: -6%	B: -21%	C: 1%	D: -37%	E: -2%	F: 24%[59 µM]	G: 20%	H: 2%	I: -18%

Structure: CSc1nnc(-c2cnccn2)n1Cc1ccccc1
  A: -1%	B: -8%	C: 0%	D: 5%	E: -9%	F: -29%	G: -3%	H: -1%	I: -5%

Structure: CCOc1ccc(Nc2nc3c(S(=O)(=O)c4cccc(Cl)c4)nnn3c3ccsc23)cc1
  A: 1%	B: 7%	C: .	D: -13%	E: -1%	F: 8%[59 µM]	G: 75%	H: -6%	I: -2%

Structure: COc1ccc2c(c1)C1(Nc3ccccc3-c3nc4ccccc4n31)C(=O)N2C (stereo unspecified)
  A: 2%	B: 47%[activator]	C: 0%	D: -4%	E: -17%	F: -8%[59 µM]	G: -1%	H: -2%	I: -10%

Structure: O=C(Nc1ccccc1Cl)c1ccc(Cl)cc1Cl
  A: -9%	B: -20%	C: 0%	D: 1%	E: 5%	F: 21%[12.7 µM]	G: 6%	H: 24%	I: -9%

Structure: COc1ccccc1/C=N/NC(=O)c1cc2c(ccc3ccccc32)o1
  A: 0%	B: -8%	C: 4%	D: -2%	E: 5%	F: 18%	G: 86%	H: 4%	I: -8%

Structure: CCCOc1ccc(N2C(=O)CC(NCC#N)C2=O)cc1 (stereo unspecified)
  A: 0%	B: -8%	C: 14%	D: 1%	E: 1%	F: 60%[activator]	G: -25%	H: 110%[activator]	I: -3%

Structure: COC(=O)C1CCN(CC(N)=O)CC1
  A: -3%	B: 1%	C: 2%	D: -4%	E: -13%	F: 6%[59 µM]	G: 12%	H: 22%	I: 3%

Structure: Cn1c(CNc2ccc(F)cc2)nc2ccccc21
  A: -4%	B: -9%	C: 32%	D: -33%	E: -8%	F: 13%	G: 10%	H: 1%	I: -11%

Structure: C=C(C)c1cccc(C(C)(C)NC(=O)N2CCN(c3ccccn3)CC2)c1
  A: 0%	B: -7%	C: -3%	D: 6%	E: -22%	F: 9%	G: 32%	H: 18%	I: 2%

Structure: CCOc1ccc(N2CC(O)=C(c3ccccc3)C2=N)cc1
  A: -8%	B: -3%	C: -2%	D: -11%	E: -9%	F: -22%	G: 11%	H: 36%[activator]	I: -6%

Structure: O=C(CCc1ccccc1)Nc1ccccc1C(=O)NCc1ccco1
  A: -1%	B: -16%	C: -1%	D: -10%	E: -10%	F: 15%[59 µM]	G: -2%	H: 7%	I: -5%

Structure: CCNC(=O)CSc1nc2ccccc2c(=O)n1CCCOC(C)C
  A: 2%	B: -7%	C: 7%	D: 20%	E: -10%	F: 34%	G: ?	H: 31%[activator]	I: -15%

Structure: COc1ccc(C2=C(N)c3ccccc3C2=O)cc1
  A: -1%	B: ?	C: -2%	D: -30%	E: -1%	F: ?	G: -3%	H: 5%	I: -4%

Structure: COc1ccc(C(=O)NCC(=O)N2CCCC(C)C2)cc1OC (stereo unspecified)
  A: 0%	B: -3%	C: -1%	D: .	E: -1%	F: 8%	G: ?	H: 51%[activator]	I: -14%

Structure: CC(C)(C)c1ccccc1NC(=O)Cn1cnc2cc([N+](=O)[O-])ccc2c1=O
  A: -3%	B: ?	C: -5%	D: -16%	E: -15%	F: ?	G: -18%	H: 9%	I: 0%

Structure: CC(=O)NC1=NN(C(C)=O)C(C)(CS(=O)(=O)c2ccc(Cl)cc2)S1 (stereo unspecified)
  A: 1%	B: 4%	C: -4%	D: 1%	E: 6%	F: ?	G: 2%	H: 3%	I: -6%

Structure: Cc1cc(C)n(C(C)CC(=O)Nc2cccc(C#N)c2)n1 (stereo unspecified)
  A: 0%	B: 6%	C: .	D: -5%	E: 4%	F: 15%[59 µM]	G: 19%	H: 3%	I: -17%

Structure: COc1ccc2sc(N(CCCN(C)C)C(=O)c3nc4ccccc4s3)nc2c1
  A: 3%	B: -5%	C: -5%	D: -9%	E: 8%	F: -46%	G: -1%	H: 14%	I: -18%

# This is a subset, so the mix of outcomes need not match the whole.
